Screening data: PubChem BioAssay, Icahn School of Medicine at Mount Sinai
ROC1-CUL1 inh = human ROC1-CUL1 E3 ligase inhibition | AID 1347404 | inhibition, % at 10 µM | in vitro K48 di-Ub FRET, acceptor:donor ratio, 45 min | actives 0.6% (n = 140,000) | P62877+Q13616; in the data active = inhibition above about 25%
Target sequence (P62877 whole entry, looked up): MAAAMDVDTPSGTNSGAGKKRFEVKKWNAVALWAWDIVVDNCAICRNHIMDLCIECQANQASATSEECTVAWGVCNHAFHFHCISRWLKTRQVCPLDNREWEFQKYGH
Target sequence (Q13616 whole entry, looked up): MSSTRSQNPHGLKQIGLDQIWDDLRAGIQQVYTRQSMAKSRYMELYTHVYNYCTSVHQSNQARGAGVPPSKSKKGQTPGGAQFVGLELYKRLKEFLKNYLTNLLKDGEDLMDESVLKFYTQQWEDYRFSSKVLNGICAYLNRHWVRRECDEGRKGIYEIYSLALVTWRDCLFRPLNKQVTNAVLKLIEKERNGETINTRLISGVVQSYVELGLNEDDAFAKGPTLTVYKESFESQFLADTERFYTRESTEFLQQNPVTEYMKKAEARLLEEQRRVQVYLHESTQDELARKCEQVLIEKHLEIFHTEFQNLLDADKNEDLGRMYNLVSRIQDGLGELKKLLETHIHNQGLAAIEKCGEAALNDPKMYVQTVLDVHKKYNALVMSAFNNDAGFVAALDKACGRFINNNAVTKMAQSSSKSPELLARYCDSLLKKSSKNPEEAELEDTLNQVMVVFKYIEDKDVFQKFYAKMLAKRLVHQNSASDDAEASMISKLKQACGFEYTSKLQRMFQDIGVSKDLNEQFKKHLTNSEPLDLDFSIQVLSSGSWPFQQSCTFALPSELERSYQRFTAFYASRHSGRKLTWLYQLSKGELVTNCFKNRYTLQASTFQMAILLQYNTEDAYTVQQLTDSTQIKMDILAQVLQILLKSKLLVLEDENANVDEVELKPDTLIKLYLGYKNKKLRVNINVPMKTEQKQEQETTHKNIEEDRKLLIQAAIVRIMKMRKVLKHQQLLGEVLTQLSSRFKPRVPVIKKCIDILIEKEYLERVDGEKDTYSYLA
* hit, by the source's call.

item	Structure	ROC1-CUL1 inh
1	COc1cc(OC)c2cc3c(cc2n1)OCO3	5
2	CC1CCC(NC(=O)C2(C)Cc3ccccc3C(=O)N2Cc2ccc(Cl)cc2)CC1 (stereo not given)	7
3	Cc1ccc(C)c(NC(c2ccccc2)c2nnc(-c3ccccc3F)o2)c1 (stereo not given)	1
4	CCOc1cc(CNCCCN2CCOCC2)ccc1OCC(=O)NC1CCCCC1	6
5	CCOC(=O)c1ccccc1NC(=O)c1cc2c(s1)-c1c(C)cccc1OC2	1
6	COc1cccc(CN2CCCC3(CCN(C(=O)c4cscn4)C3)C2)c1 (stereo not given)	8
7	O=C(NCCc1ccccc1)C(=O)NCC(c1ccco1)S(=O)(=O)c1cccs1 (stereo not given)	-1
8	COc1cc(C)c(C(C)C)cc1S(=O)(=O)NC(C)(C)C	0
9	COc1ccc(S(=O)(=O)N(CC(=O)Nc2cc(C(F)(F)F)ccc2Cl)c2ccc(C)cc2)cc1OC	-10
10	Cc1ccccc1-n1c(SCC(=O)c2ccc(Cl)cc2)nc2sc3c(c2c1=O)CCCC3	-1
11	COc1cc2cc(-c3ccccc3)nc(Cc3ccccc3)c2cc1OC	-7
12	CCc1cccc(C)c1NC(=O)c1ccc2c(c1)CCN2S(=O)(=O)c1ccc(Cl)cc1	-3
13	CNC(=O)c1cc2c(=O)n3ccccc3nc2n1CCCOC	5
14	CCOc1ccc(S(=O)(=O)Nc2ccc(OC)c(Cl)c2)c2cccnc12	8
15	Cc1cc(C)cc(N2CC(C(=O)Nc3nccs3)CC2=O)c1 (stereo not given)	2

Looked up above.
Result of entry 2 under ROC1-CUL1 inh: 7
Result of entry 5 under ROC1-CUL1 inh: 1

(continued)
item	Structure	ROC1-CUL1 inh
16	COc1ccc2nc(Cl)c(C3Nc4ccccc4C(=O)N3c3ccc(C)cc3)cc2c1 (stereo not given)	5
17	O=C(CCCO)NN=Cc1ccccc1[N+](=O)[O-]	-2
18	COc1cccc(-c2noc(C3CC(=O)N(c4ccc(F)cc4)C3)n2)c1OC (stereo not given)	3
19	O=c1cc(C2CCCNC2)nc(Cc2ccc3c(c2)OCO3)[nH]1 (stereo not given)	0
20	Cc1cc(C(=O)CSc2nc3sc4c(c3c(=O)n2-c2ccccc2)CCCC4)c(C)n1-c1ccc(F)c(Cl)c1	-1
21	COc1cc(-c2nc(-c3ccc4c(c3)[nH]c(=O)n4C)no2)cc(OC)c1OC	-8
22	O=C(CC(c1ccccc1)C1C(=O)N(c2ccc(Cl)cc2)C(=S)N(c2ccc(Cl)cc2)C1=O)c1ccccc1 (stereo not given)	-1
23	CCc1nnc(SC(CC)C(=O)Nc2cccc(OC)c2)c2cc3oc(C)cc3n12 (stereo not given)	4
24	Cc1[nH]c2c(ccc3ccccc32)c(=O)c1CN1CCCCC1C (stereo not given)	3
25	CCc1ccc(-c2ccc3c4ccccc4cc-3o2)cc1	-1
26	CC(Oc1ccc(F)cc1)C(=O)Nc1nc(-c2ccc(F)cc2)ns1 (stereo not given)	-11
27	CCOc1ccc(NC(=O)CSc2nnc(Cc3ccccc3)o2)cc1	-7
28	COCCNC(=O)c1ccc(CN2CCCCC2)cc1	-1
29	C=CCN1C(=O)C2(c3ccccc31)C(C#N)C(=N)C(C#N)(C#N)C1=CCN(CC)CC12 (stereo not given)	7
30	COc1cc(NC(=O)c2cc(Cl)ccc2Cl)ccc1NC(=O)c1cc2ccccc2o1	-1
31	Cc1cc2c(cc1C)NC(c1cccc3ccccc13)C1C(=O)CC(C)(C)CC1=N2 (stereo not given)	-6
32	O=C(CSc1ccccc1)Nc1nnc(COc2ccc(Cl)cc2)s1	-7
33	COC(=O)c1cc(C)nc(-c2ccccc2)c1C(=O)OC	-1
34	COc1cc2nc(COc3ccccc3)oc(=O)c2cc1OC	6
35	CCOc1ccc(S(=O)(=O)c2cn(Cc3ccc(C)cc3)c3ccc(OC)cc3c2=O)cc1	4
36	Cc1cccc(C(c2c[nH]c3ccccc23)c2c[nH]c3ccccc23)n1	0
37	O=C(/C=C/c1ccccc1)Nc1ccc2nc(SCC(=O)N3CCCC3)sc2c1	-3
38	COc1ccc(CNC(=O)Cc2c(C)c3c(cc(C)c4c(C)coc43)oc2=O)cc1	1
39	Cc1ccc(CNC(=O)CCc2c(C)c3cc4c(C)coc4cc3oc2=O)cc1	-7
40	O=C(CCc1ccccc1)Nc1ccccc1Cl	2
41	Cc1ccccc1NC(=O)CSc1nc2c(c(=O)n(C)c(=O)n2C)n1Cc1ccccc1F	-7
42	O=c1[nH]nnn1-c1ccc([N+](=O)[O-])cc1	0
43	COCCn1c(=O)[nH]c2cc(C(=O)N3CCN(c4ccc(F)cc4)CC3)ccc2c1=O	-1
44	CCOC(=O)C1(CC2CCCCO2)CCN(C(=O)CSc2ccncc2)CC1 (stereo not given)	8
45	CCOc1ccc(-c2cc3nc(C4CCN(C(=O)OC(C)(C)C)CC4)c(C(=O)Nc4cccc(Cl)c4C)cn3n2)cc1	0

Fetched one by one from the entries so far (three):
item	Structure	ROC1-CUL1 inh
14	CCOc1ccc(S(=O)(=O)Nc2ccc(OC)c(Cl)c2)c2cccnc12	8
31	Cc1cc2c(cc1C)NC(c1cccc3ccccc13)C1C(=O)CC(C)(C)CC1=N2 (stereo not given)	-6
5	CCOC(=O)c1ccccc1NC(=O)c1cc2c(s1)-c1c(C)cccc1OC2	1

The list goes on.
item	Structure	ROC1-CUL1 inh
46	CCCn1c2ccccc2c2cnn(CC(=O)NCc3ccc(OC)cc3)c(=O)c21	-1
47	COc1ccc(-c2cc(C(F)(F)F)nc(-n3nc(C(F)(F)F)cc3C)n2)cc1	2
48	O=C(N/N=C/c1cc(Br)ccc1O)c1ccn[nH]1	2
49	C=CCn1c(=O)c2c(nc3oc(C)c(C)n32)n(C)c1=O	4
50	O=C(c1cccnc1)c1cc2ccccc2n1S(=O)(=O)c1ccccc1	3
51	CCn1nc(-c2ccccc2)c(-c2ccccc2)c(C(=O)N2CCOCC2)c1=O	1
52	CC(=O)c1cc2c(cc1NC(=O)CCCC(=O)O)OCO2	4
53	Cc1ncc2c(c1CNS(=O)(=O)c1cccs1)CCN(C(=O)c1cc3ccccc3n1C)C2	-3
54	O=C(Nc1c(Cl)cccc1Cl)c1cc(-c2cccc(O)c2)on1	-4
55	Cc1cccc(OCCCOc2ccc(Br)cc2/C=C2\C(=O)NN(c3ccccc3)C2=O)c1	57*
56	CCc1ccccc1NC(=O)c1ccc(Cl)c(Cl)c1	1
57	CC(=O)c1cc2c(cc1NS(=O)(=O)c1ccc3ccccc3c1)OCO2	-2
58	FC(F)(F)c1nc(-c2ccncc2)ncc1-c1nnnn1-c1ccc(Cl)cc1	-4
59	CCCCNS(=O)(=O)c1ccc(NC(=O)CS(=O)(=O)Cc2ccccc2)cc1	1
60	CC(C)CCNC(=O)c1ccc2nc(Cc3ccccc3)oc2c1	4

Molecules from the list above that have a nitro group on carbon (two):
item	Structure	ROC1-CUL1 inh
17	O=C(CCCO)NN=Cc1ccccc1[N+](=O)[O-]	-2
42	O=c1[nH]nnn1-c1ccc([N+](=O)[O-])cc1	0

Additional results follow:
item	Structure	ROC1-CUL1 inh
61	Cc1nc2sc3c(c2c(=O)[nH]1)CCCC3	5
62	CCCCCC1=NN(C(=O)c2ccccc2Cl)C(O)(C(F)(F)F)C1 (stereo not given)	-2
63	CCOC(=O)C1C(C)=NC(C)=C(C(=O)OCCN2CCN(S(=O)(=O)c3ccc(OC)cc3)CC2)C1c1cccc([N+](=O)[O-])c1 (stereo not given)	-3
64	CCOc1ccc2cc(-c3nnc(Nc4ccc(C)cc4)s3)c(=O)oc2c1	-4
65	c1ccc(OCc2noc(-c3ccc(N4CCCOCC4)nc3)n2)cc1	-11
66	COC(=O)c1ccccc1C(=O)c1ccc2c(c1)-c1cccc3cccc-2c13	-4
67	C/C=C/Cn1c(=O)c2c(nc3n(-c4ccc(F)cc4)c(C)cn23)n(C)c1=O	1
68	Cc1ccccc1OCc1nc2c3cnn(-c4ccccc4Br)c3ncn2n1	1
69	COc1ccc(NC(=O)CN2C(=O)CCn3nc(-c4cccn4C)cc32)cc1	7
70	Cc1cc(Cl)ccc1OCC(=O)Nc1ccc2c(c1)C(=O)c1ccccc1C2=O	-9
71	C#CCSc1nc2c(c(=O)n1C1CCCC1)C1(CCCCC1)Cc1ccccc1-2	10
72	Cc1ccc(C)c(OC(=O)c2cncc(Br)c2)c1	6
73	CCOC(=O)c1c(NC(=O)c2cccs2)sc2c1CCCCCCCCCC2	-2
74	Cc1ccc(-n2nnc(C(=O)Nc3cccc(F)c3)c2C)cc1C	6
75	O=C1N=C(c2ccccc2)O/C1=C/c1cccs1	1
76	CN(C)c1nc2nonc2nc1NC(c1ccccn1)C(F)(F)F (stereo not given)	1
77	CCc1c(C)sc(NC(=O)C2C3C=CC(CC3)C2C(=O)O)c1C(=O)OC (stereo not given)	-4
78	COC(=O)CC1=C(C(=O)OC)C(c2ccc3c(c2Cl)OCO3)C(C#N)C(=N)O1 (stereo not given)	-7
79	COCc1ccc(C(=O)Nc2ccc(-c3nc(CNC(=O)CCC(C)C)c(C)o3)cc2)o1	4
80	CC1=NC2=C(C(=O)c3ccccc32)C(c2cccc(Br)c2)C1[N+](=O)[O-] (stereo not given)	5
81	O=C(NCc1ccccc1)C1CC12CCN(C(=O)/C=C/c1ccccc1)CC2 (stereo not given)	1
82	N#CC1C(=N)Oc2n[nH]c(-c3ccc4c(c3)OCO4)c2C1c1cccc(OC(=O)c2cccs2)c1 (stereo not given)	0
83	CCc1ccccc1-n1c(C)cc(/C=C2\C(=O)NC(=O)N(c3cccc(C)c3)C2=O)c1C	7
84	CCOC(=O)c1ccc(NC(=O)N=C2CNC(=O)NC2=O)cc1	3
85	C=CCn1c(CSc2nc3ccccc3s2)nnc1SCC(=O)NCc1cccnc1	-1
86	O=S(=O)(c1ccc(Br)c(S(=O)(=O)N2CCCCCC2)c1)N1CCCCCC1	5
87	O=c1[nH]c2ccc(-c3nc(C4(c5ccc(F)cc5)CCOC4)no3)cc2[nH]1 (stereo not given)	4
88	COc1ccccc1C1CC(c2c(-c3ccccc3)c3cc(Cl)ccc3[nH]c2=O)=NN1C(=S)Nc1ccccc1 (stereo not given)	2
89	O/N=C/c1cc2cccc3ccc4cccc1c4c32	8
90	Cc1ccc2oc(-c3cc(NC(=S)NC(=O)c4ccc(Cl)c(Cl)c4)ccc3O)nc2c1	-6
91	CCOc1ccccc1NS(=O)(=O)c1ccc2c(c1)CC(C)N2C(=O)C1CCC1 (stereo not given)	0
92	O=C(Oc1ccccc1)Oc1cc(=O)oc2ccccc12	0
93	COc1ccccc1C1N[C@H](C(=O)O)CS1 (stereo not given in full)	-3
94	O=C1NC(=Nc2ccccc2C(F)(F)F)S/C1=C\c1ccccc1OC1CCCC1	-3
95	C=CCc1ccc(OCC(=O)n2nc(C)c(Cl)c2C)c(OC)c1	-2
96	O=C(CSc1nnnn1-c1ccc(Cl)cc1)N/N=C/c1cn[nH]c1-c1ccccc1	-1
97	COc1cc(SC)ccc1C(=O)NCC1CCCO1 (stereo not given)	0
98	Cc1ccc(-n2c(=O)[nH]c3cc(C(=O)NCc4ccccc4)ccc3c2=O)cc1	-13
99	CCCC(=O)N1c2nc(-c3ccco3)nn2C2(CCCCC2)[C@@H]2CCCC[C@@H]21	-11
100	CCCCCCOc1ccccc1/C=C1\N=C(SC)SC1=O	2
101	CN(C)CCO/N=C(\c1ccc(F)cc1)c1cccnc1	0
102	O=C(NC(=S)NCCC1=CCCCC1)c1ccc(Br)o1	-6
103	COc1cccc(C(=O)Nc2ccccc2-c2nnc(-c3cc(OC)ccc3Br)o2)c1	3
104	COc1cccc(NC(=O)Cc2noc3ccc(C)cc23)c1	6
105	O=[N+]([O-])c1cc(S(=O)(=O)C(F)(F)F)ccc1Sc1ccccc1	9

Excerpt, entries 91 to 94
item	Structure	ROC1-CUL1 inh
91	CCOc1ccccc1NS(=O)(=O)c1ccc2c(c1)CC(C)N2C(=O)C1CCC1 (stereo not given)	0
92	O=C(Oc1ccccc1)Oc1cc(=O)oc2ccccc12	0
93	COc1ccccc1C1N[C@H](C(=O)O)CS1 (stereo not given in full)	-3
94	O=C1NC(=Nc2ccccc2C(F)(F)F)S/C1=C\c1ccccc1OC1CCCC1	-3

Continued:
item	Structure	ROC1-CUL1 inh
106	CCc1cccc(NC(=O)Cn2c(=O)n(CCc3ccc(OC)c(OC)c3)c(=O)c3ccccc32)c1	-13
107	CC1=Nc2ccccc2N=C(c2ccc(C(C)C)cc2)C1	-5
108	CNCc1cc(Br)ccc1OC	3
109	COc1ccc(OC)c(NC(=O)c2ccc(C(C)(C)C)c(Br)c2)c1	0
110	Fc1ccc(-n2nc3ccc4nonc4c3n2)c(F)c1	0
111	COc1ccc(S(=O)(=O)N(C)CC(=O)Nc2ccc(Br)cc2F)cc1OC	6
112	CC1CC(C)C(=O)N(c2ccccc2)C1=O (stereo not given)	-3
113	CCOC(=O)CSc1nnc2n(-c3ccccc3)c(=O)c3c4c(sc3n12)COC(C(C)C)C4 (stereo not given)	1
114	COc1ccc(C2=NN(C(C#N)c3ccc(OC)c(OC)c3)C(c3ccccc3)C2)cc1 (stereo not given)	11
115	COc1ccc(C(=O)Nc2cccc(C(C)O)c2)cc1 (stereo not given)	-7
116	Cc1ccc(CNC(=O)c2nc(SCc3ccccc3C)ncc2Cl)cc1	-1
117	Nc1[nH]n(-c2ccccc2)c(=O)c1N=Nc1c(Cl)cc(Cl)cc1Cl	2
118	COc1ccccc1CNC(=O)c1c(OC)cc(=O)n2c1CCN(Cc1ccc(C)c(C)c1)CC2	-2
119	Cc1ccc(S(=O)(=O)Cc2nc(-c3ccc(C(=O)NCc4ccccc4C)cc3)oc2C)cc1	6
120	O=C(Nc1ccc2nn(-c3ccccc3)nc2c1)c1ccccc1[N+](=O)[O-]	5
121	O=C(Oc1ccccc1)c1ccc(N=Cc2ccc(-c3ccccc3)cc2)cc1	-5
122	CCOC(=O)NC(=O)c1ccccc1	2
123	Cc1ccc(Cl)c(OC(C)(C)C(=O)N2CCCC(C)C2)c1 (stereo not given)	4
124	COCCO[C@H]1[C@H](NC(=O)C(C)C)c2ccccc2C12CCN(Cc1nc3ccccc3s1)CC2	5

This is a subset; rates above refer to the full screens.
